# From PubChem
# DYRK1A inh = inhibitors of rat Dyrk1A kinase. actives 0.43% (n = 310,000). inhibition, % at 12.5 µM. ADP-Glo luminescence, NFATc1 peptide. Q63470. AID 504441; in the data active = inhibition above about 50%;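 note: plate controls were vehicle with enzyme for no effect and no enzyme for full effect; many of its hits are not listed in these tables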
# TRPC4 PAM = allosteric potentiators of mouse TRPC4 channel; HEK293 TRPC4beta/mu-opioid, DAMGO EC20, Fluo-4 Ca2+ flux; hits give high values; B-score at 10 µM; actives 0.42% (n = 310,000); AID 2227;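 active = B-score of calcium response area above 5 SD of library B-scores, with initial fluorescence ratio within 5 SD of library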;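 note: B-score of integrated fluorescence ratio over time as area under calcium response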
# KCNQ1 pot = potentiates or activates the human KCNQ1 potassium channel | actives 0.35% (n = 310,000) | B-score at 10 µM | CHO-K1 KCNQ1, thallium flux FluxOR fluorescence; hits give high values;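 active = fluorescence ratio B-score, a plate-corrected score, at least three library SD, with initial intensity B-score within 5 SD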
# Target sequence (P51787 whole entry, looked up): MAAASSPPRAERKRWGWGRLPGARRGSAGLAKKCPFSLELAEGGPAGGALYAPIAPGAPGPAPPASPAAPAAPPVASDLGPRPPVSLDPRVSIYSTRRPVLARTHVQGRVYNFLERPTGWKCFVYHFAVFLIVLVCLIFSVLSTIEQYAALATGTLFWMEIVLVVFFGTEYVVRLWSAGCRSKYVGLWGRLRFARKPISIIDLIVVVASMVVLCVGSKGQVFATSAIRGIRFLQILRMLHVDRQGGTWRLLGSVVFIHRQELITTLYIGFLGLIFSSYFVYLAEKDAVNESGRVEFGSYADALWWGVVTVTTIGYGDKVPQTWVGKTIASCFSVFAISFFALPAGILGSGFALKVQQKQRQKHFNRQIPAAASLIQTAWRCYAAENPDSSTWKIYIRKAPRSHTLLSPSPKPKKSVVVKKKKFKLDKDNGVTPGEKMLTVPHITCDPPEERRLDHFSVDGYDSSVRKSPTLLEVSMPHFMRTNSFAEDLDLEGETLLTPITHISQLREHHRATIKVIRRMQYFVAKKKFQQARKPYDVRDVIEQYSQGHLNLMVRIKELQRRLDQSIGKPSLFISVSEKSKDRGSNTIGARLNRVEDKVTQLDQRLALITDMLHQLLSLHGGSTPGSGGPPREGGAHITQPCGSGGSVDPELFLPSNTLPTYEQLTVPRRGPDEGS
#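 Assay system: stable KCNQ1 CHO-K1 line; medium: assay buffer, equal DMSO in all wells; timing: 90 min dye loading and 20 min compound exposure, both at room temperature; technique: kinetic FluxOR thallium fluorescence, 10-s 1-Hz baseline, 110-s post-stimulus read; read-out basis: B score of baseline-normalized fluorescence ratio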
# TRPC4 agonist = activators of mouse TRPC4 channel; Q9QUQ5; HEK293 TRPC4beta/mu-opioid, Fluo4 calcium fluorescence; hits give high values; B-score at 10 µM; actives 0.49% (n = 310,000); AID 2237;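 active = B-score above 5 SD of library B-scores, and initial fluorescence ratio not above library mean plus 5 SD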;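 note: positive B-score marks a calcium rise read as TRPC4 activation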
#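 system = HEK293 cells stably co-expressing mouse TRPC4beta and mu-opioid receptor | schedule = Fluo4 dye loading 45 min at room temperature, 110 s recording | measure = B-scored integrated calcium fluorescence ratio | signal = Fluo4 calcium-sensitive dye fluorescence, kinetic, 1 Hz baseline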
# hERG rescue = shields human hERG channel from block by proarrhythmic agents | Q12809 | CHO-hERG, FluxOR thallium flux, dofetilide IC70 present | activation (rescue from dofetilide block), less the hit threshold, % at 10 µM | actives 0.51% (n = 310,000) | AID 1511;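 active = activation above the mean of controls blocked by dofetilide plus 5 SD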;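 note: thallium influx through hERG after potassium depolarization seen as dye fluorescence rise; in these data hits start at about 4.7%; inactives centre near -7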
# KCNQ1 block = inhibitors of human KCNQ1 potassium channel | P51787 | CHO-K1 KCNQ1, FluxOR thallium flux fluorescence; hits give high values | B-score at 10 µM | actives 1.3% (n = 310,000);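 active = compounds whose thallium flux B-score, printed positive for inhibition, exceeds three library SD while starting fluorescence stays within three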;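 note: channel opened by potassium depolarization with thallium stimulus after 20 min compound exposure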
# KCNK3 inh = human KCNK3 channel inhibition, primary screen; CHO-KCNK3 thallium flux, FluxOR fluorescence; hits give low values; O14649; AID 602410; actives 0.84% (n = 340,000); B-score at 10 µM;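 active = B-score under library mean minus 4 SD, starting fluorescence ratio at most library mean plus 5 SD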;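 note: more negative B-score means stronger inhibition of thallium flux through KCNK3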
# TRPC4 block = TRPC4 (mouse) channel inhibition; Q9QUQ5; HEK293 TRPC4beta/mu-opioid, DAMGO-evoked Fluo4 calcium flux; hits give low values; B-score at 10 µM; actives 0.39% (n = 300,000);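 active = B-score over 3 SD under the library average, no early fluorescence shift, positive overall ratio signal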
#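 Assay system – HEK293 line stably carrying TRPC4beta and mu-opioid receptor · Doses – single dose · Detection – Fluo4 calcium-dye fluorescence, kinetic read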
# Platelet DG rel = modulates dense granule release in human platelets | human platelet-rich plasma, SFLLRN dense granule ATP release, luminescence | inhibition, %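 (compounds screened at 7.5 µM in platelet-rich plasma)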 | actives 0.22% (n = 300,000) | AID 1663;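 active = mean replicate score, as percent of positive control, at or above 50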
# KCNK9 block = inhibitors of human KCNK9 two-pore domain potassium channel; actives 1.2% (n = 310,000); HEK293 KCNK9, FluxOR thallium flux fluorescence; hits give low values; AID 488922; Q9NPC2; B-score at 10 µM;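 active = ratio B-score over 3 SD below the library mean, with starting fluorescence within 5 SD of its mean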;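 note: negative B-score means less thallium flux so channel inhibition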
# PolyA inh = yeast polyadenylation inhibition; AID 1875; S. cerevisiae SKY197-pL101 polyadenylation reporter, beta-gal luminescence; efflux-impaired pdr1/pdr3 knockout yeast; score 100 = 6 SD above DMSO; calls only at 12 µM; actives 0.02% (n = 300,000);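 active = lowest replicate activity score at least 50, where 100 means six control SD above control mean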;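 note: yeast exposed to compound for 9 h at 30 °C; higher score means more reporter readthrough which indicates perturbed polyadenylation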
# Starred values were filed as active, the others as inactive; i = inactive; / = not tested or not shown.
[1] CCCCCCC(=O)Nc1ccc(S(=O)(=O)Nc2onc(C)c2C)cc1
[2] CCN(Cc1ccccc1)C(=O)CC1Oc2ccccc2NC1=O (configuration not stated)
[3] COc1ccc(S(=O)(=O)N2CCCCCC2)cc1C(=O)OCC(=O)NC(C)(C)C
[4] Cc1nn(CCC(=O)O)c(C)c1C
[5] CCNC(=O)C/C(C)=N/NC(=O)C1CCCCC1
[6] CC(C)(C)c1ccc(C(=O)COC(=O)CN2C(=O)NC3(CCCC3)C2=O)cc1
[7] C=CCn1c(N)c(C(=O)Nc2ccccc2OC)sc1=S
[8] NC(=O)NCCCC(=O)NCC(c1ccccc1Cl)c1c[nH]c2ccccc12 (configuration not stated)

Assay by compound	1	2	3	4	5	6	7	8
KCNQ1 block	i	i	i	i	i	i	i	i
KCNK9 block	i	i	i	i	i	i	i	i
TRPC4 block	i	i	i	i	i	i	i	i
TRPC4 PAM	i	i	i	i	i	i	i	i
hERG rescue	-4	-4	-7	-9	-3	-12	-12	-9
Platelet DG rel	-18	-2	-2	7	-7	-17	-1	4
KCNQ1 pot	i	i	i	i	i	i	i	i
DYRK1A inh	-1	-6	0	1	0	-7	2	8
PolyA inh	i	i	i	i	i	i	i	i
KCNK3 inh	i	i	i	i	i	i	i	i
TRPC4 agonist	i	i	i	i	i	i	i	i

# Limited to KCNK3 inh and TRPC4 PAM (3 entries from above):
item	smiles	KCNK3 inh	TRPC4 PAM
3	COc1ccc(S(=O)(=O)N2CCCCCC2)cc1C(=O)OCC(=O)NC(C)(C)C	i	i
4	Cc1nn(CCC(=O)O)c(C)c1C	i	i
5	CCNC(=O)C/C(C)=N/NC(=O)C1CCCCC1	i	i

# (further entries)
[9] Cc1ccc(C(=O)N/N=C\c2ccc([N+](=O)[O-])o2)cn1
[10] CCOc1cc(CNc2ncnc3nc[nH]c23)ccc1OC
[11] CC(=O)C[C@H]1c2ccccc2S(=O)(=O)N1c1ccccc1
[12] N#C/C(=N\Nc1cccc(C(F)(F)F)c1)C(=O)c1ccsc1
[13] CCn1cc(C(C)(C)C)c(C#N)c1NC(C)=O
[14] O=C(Nc1ccccn1)c1ccc(Br)s1
[15] COc1ccc(N2C(=O)N3[C@H](c4ccc(Cl)cc4)[C@@H]4C(=O)N(C5CCCCC5)C(=O)[C@@H]4[C@]3(C)C2=O)cc1
[16] COc1ccc(/C=N/NC(=O)Cc2ccc(Cl)cc2)cc1OC

Assay by compound	9	10	11	12	13	14	15	16
KCNQ1 block	i	i	i	i	i	i	i	i
KCNK9 block	i	i	i	i	i	i	i	i
TRPC4 block	i	i	/	i	i	i	i	i
TRPC4 PAM	i	i	i	i	i	i	i	i
hERG rescue	-14	-3	-3	-12	-9	-3	-4	-6
Platelet DG rel	-23	3	-7	1	-3	3	1	-7
KCNQ1 pot	i	i	i	i	i	i	i	i
DYRK1A inh	-10	17	1	26	5	5	4	-2
PolyA inh	i	i	i	i	i	i	i	i
KCNK3 inh	i	i	i	i	i	i	i	i
TRPC4 agonist	i	i	i	i	i	i	i	i

[17] CCOC(=O)N1CCN(C(=O)C2CCN(C(=O)c3ccc([N+](=O)[O-])cc3)CC2)CC1
[18] O=C(NCCC1CCCCN1S(=O)(=O)c1ccc(F)cc1)C(=O)Nc1ccccc1 (configuration not stated)
[19] COc1ccc(S(=O)(=O)N2CCCOC2CNC(=O)C(=O)NCc2ccccn2)cc1 (configuration not stated)
[20] CC(=O)Nc1ccccc1C(=O)C(=O)Nc1cccc(C(=O)NCC2CCCO2)c1 (configuration not stated)
[21] COc1cc(/C=C/C(=O)Nc2nnc(CC(C)(C)C)s2)cc(OC)c1OC

Assay by compound	17	18	19	20	21
KCNQ1 block	i	i	i	i	i
KCNK9 block	i	i	i	i	i
TRPC4 block	i	i	i	i	i
TRPC4 PAM	i	i	i	i	i
hERG rescue	-13	-19	-5	-7	-8
Platelet DG rel	3	1	-3	0	2
KCNQ1 pot	i	i	i	i	i
DYRK1A inh	4	1	-4	-2	-1
PolyA inh	i	i	i	i	i
KCNK3 inh	i	i	i	i	i
TRPC4 agonist	i	i	i	i	i

# Profiles as entered above. Values in the order: KCNQ1 block, KCNK9 block, TRPC4 block, TRPC4 PAM, hERG rescue, Platelet DG rel, KCNQ1 pot, DYRK1A inh, PolyA inh, KCNK3 inh, TRPC4 agonist
# Entry for C=CCn1c(N)c(C(=O)Nc2ccccc2OC)sc1=S : i, i, i, i, -12, -1, i, 2, i, i, i
# Entry for Cc1ccc(C(=O)N/N=C\c2ccc([N+](=O)[O-])o2)cn1 : i, i, i, i, -14, -23, i, -10, i, i, i
# Entry for CCOC(=O)N1CCN(C(=O)C2CCN(C(=O)c3ccc([N+](=O)[O-])cc3)CC2)CC1 : i, i, i, i, -13, 3, i, 4, i, i, i
# Entry for COc1ccc(S(=O)(=O)N2CCCOC2CNC(=O)C(=O)NCc2ccccn2)cc1 (configuration not stated) : i, i, i, i, -5, -3, i, -4, i, i, i

# An excerpt; the hit share may differ from the screen's.
